Giardia kill – Giardia lamblia killing. Giardia lamblia trophozoite viability. activity change, % at 7.66 µM, hits read low. actives 0.15% (n = 340,000); in the data active = activity change below about -80%; inconclusive = between about -30% and that limit;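 note: parasites exposed to compound for two days anaerobically before the ATP read; % is set by controls: 0 for no effect and ±100 for the full control effect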
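Media and compound were dispensed first, then trophozoites at 100 cells/well; plates sat 48 hrs at 37 deg C without oxygen before ATP luminescence reagent was added and read after 15-30 min at room temperature.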
Rab9 prom act – activates the Rab9 promoter; Huh7 Rab9 promoter-luciferase reporter, luminescence, 24 h; Potency, µM (titrated, usually from 9.22 µM), for the others: at the highest dose activation, negative = inhibition, hits mostly activators; actives 2.8% (n = 320,000); note: potency is the fitted concentration of half-maximal effect; % of control where 0% means no effect; nearly all actives have a fitted effect of over 60% in size
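Luciferase signal after 10 min detection reagent at ambient indicates Rab9 promoter upregulation; stably transfected Huh7 cells were treated 24 h with compound in DMSO at 37 °C, 5% CO2.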
FBPA coupling cs – coupling enzyme interference in Giardia aldolase counter-screen; coupling enzyme system counterscreen, AmpLite Red fluorescence; activity change, negative = inhibition, % at 58.2 µM, hits read low; actives 0.67% (n = 290,000); AID 2472; in the data active = activity change below about -30%; note: % is set by controls: 0 for no effect and ±100 for the full control effect
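Coupling enzymes only (glyceraldehyde-3-phosphate) + compound, at 57.5 uM final, 10 min RT; add substrate/coupling/AmpLite Red mix, 20 min RT; fluorescence ex 525/em 598 nm. Actives flag coupling-system interference.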
FLuc counter – counter-screen for miR-21 project: firefly luciferase inhibitors or activators; P08659; purified FLuc, Km substrates, luminescence inhibition; Potency, µM (top dose mostly 57.5 µM), for inactives: top-dose activity change, negative = inhibition, hits mostly inhibitors; actives 6.9% (n = 360,000);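 note: potency is the fitted concentration of half-maximal effect; plate controls were vehicle for no effect and reference inhibitor for full effect; nearly all actives have a fitted effect of over 55% in size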
Target sequence (P08659 whole entry, looked up): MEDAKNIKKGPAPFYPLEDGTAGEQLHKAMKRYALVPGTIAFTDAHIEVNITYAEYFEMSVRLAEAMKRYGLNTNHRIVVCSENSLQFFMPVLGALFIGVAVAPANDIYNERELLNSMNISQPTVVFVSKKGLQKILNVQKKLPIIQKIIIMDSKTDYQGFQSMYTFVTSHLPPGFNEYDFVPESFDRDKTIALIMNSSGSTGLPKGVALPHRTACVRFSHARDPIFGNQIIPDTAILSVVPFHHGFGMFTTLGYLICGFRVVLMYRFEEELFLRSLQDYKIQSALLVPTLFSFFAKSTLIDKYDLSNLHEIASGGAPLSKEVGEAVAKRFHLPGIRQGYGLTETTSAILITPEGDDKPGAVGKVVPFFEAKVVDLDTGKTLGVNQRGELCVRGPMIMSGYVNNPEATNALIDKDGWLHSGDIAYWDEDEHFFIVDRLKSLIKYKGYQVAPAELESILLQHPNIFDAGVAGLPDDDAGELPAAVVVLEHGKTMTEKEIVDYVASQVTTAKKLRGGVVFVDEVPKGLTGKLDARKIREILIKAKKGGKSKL
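Purified P. pyralis luciferase (10nM final) with 10uM D-luciferin and 10uM ATP (Km levels) in 50mM Tris acetate pH 7.5, 10mM Mg acetate, 0.01% Tween-20, 0.05% BSA; qHTS 6-point titration, ~60 µM downward; luminescence read.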
ELG1 genotoxic – inducers of genotoxicity in HEK293T ELG1-luciferase cells. AID 504466. HEK293T ELG1-luciferase reporter, luminescence, 16 h. actives 1.3% (n = 330,000). Potency, µM (highest dose often 46 µM), inactives show top-dose activity change, positive = activation, most hits filed as activators; note: potency is the fitted concentration of half-maximal effect; % of control where 0% means no effect; nearly all actives have a fitted effect of over 60% in size
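Screening used a luciferase reporter fused to human ELG1 in HEK293T cells. Luminescence was read on a CCD plate imager after 16 hr exposure and 30 min ONE-Glo incubation.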
Gal4-VP16 FLuc – counter-screen for ROR gamma inhibitors: Gal4-VP16 reporter. Drosophila S2 Gal4-VP16 UAS-luciferase, luminescence, 20 h. Potency, µM (doses to about 53.6 µM), inactives show top-dose activity, negative = inhibition, usual class: inhibitors. actives 3.5% (n = 310,000);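 note: Gal4-VP16 expression switched on by copper sulfate through the metallothionein promoter; potency is the fitted concentration of half-maximal effect; % is set by controls: 0 for no effect and ±100 for the full control effect; nearly all actives have a fitted effect of over 50% in size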
Tb PFK block – T. brucei PFK enzyme inhibition; actives 0.17% (n = 330,000); AID 485367; T. brucei PFK, ADP-Glo luminescence; Potency, µM (titrated, usually from 57.5 µM), without a hit: top-dose activity, negative = inhibition, most hits filed as inhibitors; O15648;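 note: potency is the fitted concentration of half-maximal effect; 0% = uninhibited 1x PFK enzyme wells and -100% = no-enzyme wells; nearly all actives have a fitted effect of over 60% in size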
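1.25 nM PFK with 0.5 mM F6P and 0.1 mM ATP in 0.1 M TEA pH 8.0, 5 mM MgCl2, incubated 45 min at room temperature; ADP measured by ADP-Glo luminescence; compounds titrated up to 57 uM.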
KCNH2 3.1 inh – inhibitors of human KCNH2 3.1 potassium channel isoform | U2OS KCNH2 3.1, thallium flux FluxOr; hits give low values | activity change, % (tested at about 1.8 µM) | actives 0.95% (n = 340,000);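 active = maximum activity change below -70%; inconclusive = maximum activity change from -70% to -50%; inactive = maximum activity change above -50%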;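 note: thallium influx rate constant from kinetic fluorescence after stimulation buffer; % is set by controls: 0 for no effect and ±100 for the full control effect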
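Normalized rate constant (relative to positive and negative DMSO controls) derived from a 2 min kinetic fluorescence read after stimulation; U2OS cells expressing the 3.1 isoform via virus at 1.77 x 10^8 /mL.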
uPA surface inh – blocks generation of uPA at the cell surface; actives 0.31% (n = 330,000); Potency, µM (highest dose often 38.3 µM), inactives show top-dose activity change, negative = inhibition, actives largely listed as inhibitors; AID 540303; cell surface uPA generation assay, qHTS; active = well fitted inhibition curve with a large enough effect; inconclusive = small, poorly fitted or top-dose-only effect; inactive = no such curve, though single readings can be large or run the other way; tested in mouse RAW 264.7 cells; note: potency is the fitted concentration of half-maximal effect; % is set by controls: 0 for no effect and ±100 for the full control effect; nearly all actives have a fitted effect of over 55% in size
NPC1 prom act – NPC1 promoter activation; Huh7 NPC1 promoter luciferase reporter, 24 h; Potency, µM (titrated, usually from 9.22 µM), without a hit: at the highest dose activation, usual class: activators; actives 2.4% (n = 320,000); AID 485313;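 note: potency is the fitted concentration of half-maximal effect; % of control where 0% means no effect; nearly all actives have a fitted effect of over 60% in size; reporter is driven by a mutant NPC1 promoter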
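Quantitative HTS used a cell-based reporter: Huh7 cells stably bearing the NPC1 promoter upstream of luciferase were treated with compounds for 24 h, and promoter activation was read as luminescence.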
RORgamma inh – ROR gamma (mouse) transcription inhibition; P51450; Drosophila S2 Gal4-RORgamma UAS-luciferase reporter, 20 h; Potency, µM (top dose mostly 53.6 µM), for the others: top-dose activity change, negative = inhibition, actives largely listed as inhibitors; actives 5.4% (n = 310,000); AID 2551; note: potency is the fitted concentration of half-maximal effect; % is set by controls: 0 for no effect and ±100 for the full control effect; nearly all actives have a fitted effect of over 60% in size
Target sequence (P51450 whole entry, looked up, the tested form may be a part): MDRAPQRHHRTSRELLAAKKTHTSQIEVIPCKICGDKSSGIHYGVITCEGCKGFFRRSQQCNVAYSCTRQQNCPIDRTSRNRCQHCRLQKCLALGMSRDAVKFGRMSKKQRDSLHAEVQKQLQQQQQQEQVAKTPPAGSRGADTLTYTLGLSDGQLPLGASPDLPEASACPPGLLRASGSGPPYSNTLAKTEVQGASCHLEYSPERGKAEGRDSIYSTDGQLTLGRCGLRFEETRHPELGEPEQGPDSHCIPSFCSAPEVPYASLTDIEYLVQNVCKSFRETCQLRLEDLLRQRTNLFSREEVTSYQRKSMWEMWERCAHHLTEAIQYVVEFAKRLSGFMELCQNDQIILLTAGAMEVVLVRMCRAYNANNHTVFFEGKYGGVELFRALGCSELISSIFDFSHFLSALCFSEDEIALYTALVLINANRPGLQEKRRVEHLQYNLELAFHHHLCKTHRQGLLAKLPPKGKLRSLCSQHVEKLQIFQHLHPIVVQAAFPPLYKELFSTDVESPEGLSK
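In this cell-based reporter format, copper sulfate (700 uM final) drives Gal4–ROR gamma fusion expression from a metallothionein promoter in Drosophila Schneider cells; compounds preincubated 1 hr, reporter read after 20 hr at ambient temperature.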
Active calls of the source: *; ? = inconclusive; nt = not tested or not shown; & = joins results of further samples; [ ] = another dose, or the depositor's remark. Unless noted, calls come from the whole dose curve; as a rule, active = well fitted curve in the direction sought with a large enough effect; inconclusive = small, poorly fitted or top-dose-only effect, or another doubt; inactive = no such curve, though single readings can be large; an effect the other way counts as inactive or inconclusive.

Fields – Giardia kill	Rab9 prom act	FBPA coupling cs	FLuc counter	ELG1 genotoxic	Gal4-VP16 FLuc	Tb PFK block	KCNH2 3.1 inh	uPA surface inh	NPC1 prom act	RORgamma inh
Cc1cc(C)c(C(=O)C(C)OC(=O)Cc2n[nH]c(=O)c3ccccc23)cc1C (centres undefined)
→ 21	12%	nt	-3%	0%	3%	-1%	-1	8%	2%	-10%
CC(C)NC(=O)CCn1c(=S)oc2ccccc21
→ 13	-2%	4	1%	1%	0%	-2%	4	4%	-5%	4%
CC(C)OCCCNC(=O)c1cn(C)c2ccc(S(=O)(=O)N(C)C3CCCCC3)cc2c1=O
→ -3	-1%	nt	0%&4%	-9%	-7%	8%	10	-6%	1%	23%
CC(C)C(=O)N1C2CCC1CC(O)(c1ccc(F)cc1)C2 (centres undefined)
→ -2	-2%	4	7%	-3%	-11%	3%	4	-5%	-3%	-9%
CCOC(=O)C1CCN(C(c2cc3ccc(C)c(C)c3[nH]c2=O)c2nnnn2C2CCCCC2)CC1 (centres undefined)
→ -6	7%	-5	2%	2%	-3%	2%	3	nt	-2%	?
COC(=O)/C=C/C(=O)Nc1cccc(C(F)(F)F)c1
→ -6	-9%	0	-2%	12%	-6%	1%	6	-8%	-12%	?
Cc1[nH]n(-c2ccccc2)c(=O)c1N=Nc1ccc2c(c1)OCO2
→ 5	?	0	6µM*	9%	3%	-2%	-5	1%	?	4%
O=C(COc1cccc2ccccc12)NNC(=O)C1CCCO1 (centres undefined)
→ 12	0%	-1	-1%	-1%	-10%	0%	9	nt	2%	11%
O=C(O)CSc1c[nH]c2ccccc12
→ 16	0%	3	0%	1%	-1%	1%	25	1%	-3%	-9%
Cc1ccc(Cn2nnc3c(=O)[nH]c(C4CCN(S(=O)(=O)c5ccccc5)CC4)nc32)cc1
→ 5	7%	-1	-1%	2%	-7%	0%	0	nt	1%	4%

Continued:
Fields – Giardia kill	Rab9 prom act	FBPA coupling cs	FLuc counter	ELG1 genotoxic	Gal4-VP16 FLuc	Tb PFK block	KCNH2 3.1 inh	uPA surface inh	NPC1 prom act	RORgamma inh
COc1ccccc1N1CCN(C2CCCN(Cc3cccc(O)c3)C2)CC1 (centres undefined)
→ 8	-4%	0	-1%	-7%	-4%	0%	4	9%	-4%	17%
COc1ccccc1NC(=O)C(=O)N/N=C(\C)CC(=O)Nc1ccc(OCc2ccccc2)cc1
→ 10	?	1	?	4%	-6%	-3%	-8	5%	20%	-40%
CC1(C)C(=O)Nc2ccccc2N1C(=O)COC(=O)c1ccc([N+](=O)[O-])o1
→ -12	nt	nt	nt	0%	nt	-13%	-11	-11%	nt	nt
Cn1c(CC(=O)Nc2ccccc2)nnc1SCC(=O)NC1=NCCS1
→ 3	-4%	-3	-19%	0%	2%	4%	14	0%	2%	-17%
CCOC(=O)c1c(C)[nH]c(C(=O)N/N=C/c2cc([N+](=O)[O-])ccc2O)c1C
→ -9	16%	1	?	6%	?	-4%	-70*	5%	-3%	2.2µM*
CC1=CC(=O)C=C(C)C1=NOC(=O)c1cccc([N+](=O)[O-])c1
→ -9	-2%	-11	?	-7%	?	4%	-11	-9%	0%	11µM*
N#Cc1ccc(OCc2cccc(S(=O)(=O)N3CCOCC3)c2)cc1
→ 7	1%	nt	2%	-2%	nt	0%	-24	-13%	-4%	nt
Cc1cccc(N2CCN(C(=O)c3c(-c4ccccc4)noc3C)CC2)c1C
→ -17	-7%	nt	3%	-6%	0%	2%	-3	-14%	-32%[inhibitor]	1%
COc1ccc(C)cc1NC(=O)/C=C/c1ccc(OC)c(S(=O)(=O)N2CCOCC2)c1
→ 9	-3%	nt	0%	-1%	nt	2%	-9	-13%	-1%	nt
Cc1cccc(N/C=C/C(=C(C#N)C#N)N(C)C)c1
→ 12	0%	0	2%	-2%	-2%[0.365 µM]	-2%	16	1%	5%	18%

Carrying on:
Fields – Giardia kill	Rab9 prom act	FBPA coupling cs	FLuc counter	ELG1 genotoxic	Gal4-VP16 FLuc	Tb PFK block	KCNH2 3.1 inh	uPA surface inh	NPC1 prom act	RORgamma inh
O=C(N/N=C/c1ccccc1OC(F)F)NC1CCCCC1
→ -17	1%	1	?	1%	0%	0%	13	-2%	19%	0%
COc1ccc(OC)c(C2CC(=O)Nc3c2c(=O)[nH]c2ncnn32)c1 (centres undefined)
→ 4	-7%	7	-3%&5%	3%	2%	-1%	4	-4%	-4%	3%
CCN1C(=O)[C@H]2[C@H]3CN=C(SC)N3[C@@](Cc3ccccc3)(C(=O)OC)[C@H]2C1=O
→ -13	nt	nt	nt	-4%	nt	-12%	-19	-5%	nt	nt
Cc1ccccc1OCC(=O)NCCNC(=O)c1cccnc1
→ 7	0%	0	0%	-2%	10%	7%	0	1%	-4%	1%
COc1ccc(C(O)P(=O)(OCCC(C)C)c2ccc(N(C)C)cc2)cc1OC (centres undefined)
→ -25	-3%	-3	0%	-1%	5%	7%	-11	-5%	-4%	-21%
COc1ccc(CC(=O)Nc2c(C(=O)N3CCN(c4ccccc4)CC3)oc3ccccc23)cc1OC
→ 16	-1%	1	-1%	-8%	3%	0%	-31	-4%	-5%	10%
Cc1ccc2c(c1)N(C(=O)CCC(=O)N1CCOCC1)CC(C)O2 (centres undefined)
→ 0	1%	0	0%	0%	4%	-1%	27	1%	0%	-5%
CCC(C)NCCOCCOc1ccccc1-c1ccccc1 (centres undefined)
→ 9	-3%	1	0%	-2%	-6%	-1%	-37	nt	-6%	-1%
O=C(Nc1cccc(O)c1)C1CC(c2c(F)cccc2Cl)=NO1 (centres undefined)
→ 2	0%	-1	1%	7%	-5%	-3%	-27	20%	1%	-3%
CC(=O)c1ccccc1OC(=O)CCN1C(=O)c2ccccc2C1=O
→ -3	-4%	-3	-12%	2%	-10%	-2%	-5	5%	-5%	-10%

Other structures:
Fields – Giardia kill	Rab9 prom act	FBPA coupling cs	FLuc counter	ELG1 genotoxic	Gal4-VP16 FLuc	Tb PFK block	KCNH2 3.1 inh	uPA surface inh	NPC1 prom act	RORgamma inh
CCC(CO)Oc1cc(NC(=O)c2ccc(N)cc2)c2ncn(C(C)C)c2c1 (centres undefined)
→ 10	nt	nt	nt	1%	nt	-25%	1	0%	nt	nt
CN1C(=O)[C@H]2[C@@H](/C=C/c3ccccc3)N3C(=O)CN(Cc4ccc(-c5ccccc5)cc4)C(=O)[C@@]3(C)[C@H]2C1=O
→ -28	nt	nt	nt	-1%	nt	0%	-6	-5%	nt	nt
CCOc1ccc(CC(=N)C2=C(O)CC(C)(C)CC2=O)cc1OCC
→ -12	5%	2	1%	0%	6%	1%	-2	-7%	-2%	11%
Cc1ccc(S(=O)(=O)N(C)Cc2nc(-c3ccncc3)no2)cc1
→ -5	-10%	1	6%	-1%	-2%	-2%	-2	3%	-2%	24%
Cc1csc(NC(=O)CSc2nnc(CCNC(=O)c3cccs3)n2C)n1
→ -3	1%	-3	-18%	-4%	5%	0%	1	4%	5%	?
O=C(O)CCS(=O)(=O)c1ccc(-c2ccccc2)cc1
→ 4	0%	10	-9%	0%	-21%	0%	3	1%	-1%	-8%
COc1ccc(NC(=O)C(NC(=O)c2ccc(C)cc2)c2ccccc2)cc1 (centres undefined)
→ -21	17%	1	-16%	4%	5%	-5%	5	6%	11%	24%
Cc1ccc(/C=N/N2C(=S)SC(C)(C)C2N(O)C(=O)Nc2ccc([N+](=O)[O-])cc2)cc1 (centres undefined)
→ 18	-7%	-5	0%	-10%	-15%	-2%	-7	1%	0%	?
COc1cccc(-n2c(SCC(=O)NCc3cccs3)nc3ccccc3c2=O)c1
→ -5	-1%	2	-2%	3%	7%	0%	17	10%	-1%	?
CCCC(=O)Nc1ccc(C(=O)NNC(=S)NC(=O)c2ccc(Br)o2)cc1
→ 9	-2%	1	?	-10%	1%	-1%	21	6%	1%	-1%

The listing continues:
Fields – Giardia kill	Rab9 prom act	FBPA coupling cs	FLuc counter	ELG1 genotoxic	Gal4-VP16 FLuc	Tb PFK block	KCNH2 3.1 inh	uPA surface inh	NPC1 prom act	RORgamma inh
CCN(C(=O)/C=C/c1ccc(OC)cc1)C1CCCCC1
→ 9	12%	-2	?	3%	22%	-2%	-9	2%	15%	?
CC(=O)Nc1cccc(NC(=O)CS(=O)(=O)c2cn(CC(=O)N(C(C)C)C(C)C)c3ccccc23)c1
→ -12	-3%	nt	-2%	2%	-9%	0%	26	-3%	1%	-11%
CCOC(=O)c1c(-c2ccc(C)cc2)csc1NC(=O)CCSc1nnc2ccccn12
→ 3	-11%	-1	0%	0%	-29%	1%	0	1%	-4%	?
CC(C)(CO)NCc1ccccc1OCC(=O)Nc1ccccc1
→ -2	4%	0	-19%	?	18%	8%	-12	3%	2%	?
